# High-throughput results (PubChem BioAssay)
# TRPM1 prom inh: reduces MITF-dependent TRPM1 promoter luciferase signal. SK-MEL-5 TRPM1 promoter luciferase, 24 h. inhibition, % at 12.5 µM. actives 0.83% (n = 330,000). AID 488899;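 active means mean inhibition across replicates of 60% or more, whatever share of single replicates reaches that level; inconclusive means some that reach 60%, reason not given; inactive means mean inhibition across replicates below 60%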; further: values of inactives mirror those of a sister screen read the other way
# Peg3 prom inh: Peg3 promoter activity inhibition; HeLa PEG-Prom luciferase reporter, luminescence, overnight; inhibition, % at 20 µM; actives 1.7% (n = 360,000); AID 588405;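 active means inhibition of at least 50% at 20 µM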
# CaV13 FRET inh: Disruptors of the CACNA1D IQ motif to Ca2+-dependent inactivation inhibitor domain association, primary screening, Förster resonance energy transfer in intact living …; HEK cells, CFP/YFP FRET ICDI-IQ, plate reader, 10 min; percent FRET-ratio fall versus neutral wells; actives 0.098% (n = 340,000); inhibition, % at 12.3 µM;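 active means mean replicate inhibition of at least 30% and at least 1% of replicates passing that level; inconclusive means only one of the two criteria is met; inactive means neither criterion is met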;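 further: 0% = median of the neutral control wells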
# Vif inh: HIV Vif inhibition. inhibition, % at 7.49 µM. HEK293T cells, Vif self-association by quenched fluorescence, imaging, 24 h. AID 602346. actives 0.35% (n = 340,000); in the data active means inhibition above about 50%, passing the limit was not always enough; inconclusive means no clear call, values can overlap the other calls; inactive means below about 31%; further: some results filed as inactive read as strong as hits
# HIF-2a inh: HIF-2a inhibition; 786-0 RCC cells HIF-2a reporter, luciferase luminescence, overnight; inhibition, % at 18.8 µM; actives 0.72% (n = 360,000); AID 624352;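 active means inhibition of the luminescence signal of 40% or more relative to plate controls, in a single-dose primary screen at 18.75 µM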
# CF NFkB block: blocks PAF-induced NF-kB reporter in cystic fibrosis cells; AID 588850; KKLEB NF-kB-GFP reporter, GFP fluorescence overnight; actives 0.86% (n = 360,000); inhibition, % at 5 µM;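 active means at least 50% inhibition at 5 µM, scaled per plate between neutral and stimulator controls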;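 further: PAF is a Pseudomonas aeruginosa culture filtrate used as stimulus; plate controls were PAF-stimulated DMSO wells for no effect and unstimulated DMSO wells for full effect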
# NR2E3 ag-1: activates human NR2E3 receptor. actives 0.35% (n = 360,000). CHO-S Gal4-NCOR/VP16-NR2E3 two-hybrid, luciferase. Q9Y5X4. inhibition of corepressor binding, % at 3.98 µM. AID 602229;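 active means inhibition above the mean of all tested compounds plus 3 SD, cut at about 70% in these data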;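 further: 0% = DMSO with NR2E3 transfected cells and 100% = cells lacking NR2E3 construct; higher means lower luciferase signal from less NR2E3 corepressor binding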
# Target sequence (Q9Y5X4 whole entry, looked up, the tested form may be a part): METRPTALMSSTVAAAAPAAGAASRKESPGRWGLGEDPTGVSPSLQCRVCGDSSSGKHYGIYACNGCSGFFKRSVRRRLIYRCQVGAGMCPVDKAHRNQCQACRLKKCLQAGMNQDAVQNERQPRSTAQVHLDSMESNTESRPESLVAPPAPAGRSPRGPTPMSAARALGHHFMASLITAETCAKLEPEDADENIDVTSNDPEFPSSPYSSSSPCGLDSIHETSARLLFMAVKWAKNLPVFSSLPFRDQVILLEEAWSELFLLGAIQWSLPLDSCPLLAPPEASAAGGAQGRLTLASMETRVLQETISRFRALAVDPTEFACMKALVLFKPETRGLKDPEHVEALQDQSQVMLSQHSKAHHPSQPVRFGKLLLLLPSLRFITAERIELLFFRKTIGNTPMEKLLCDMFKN
# Shn3 inh set2: reduces Shn3 3'UTR luciferase signal in osteoblasts. inhibition, % at 12.5 µM. actives 0.52% (n = 360,000). Clone20 osteoblast Shn3 3'UTR firefly luciferase, 24 h;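 active means mean inhibition of at least 75% with every replicate also reaching 75%; inconclusive means mean inhibition at least 75% but some replicate below; inactive means mean inhibition below 75%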;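 further: 0% = median of neutral control wells and 100% = pilot-screen positive control compound; some compounds past the cut are filed as inactive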
# KKLEB cytotox: reduces viability of KKLEB cystic fibrosis airway cells; KKLEB CF airway cells viability, ATPlite luminescence, overnight; active compounds read low; cells stimulated with P. aeruginosa culture filtrate; activity change (cytotoxicity), % at 5 µM; actives 0.36% (n = 360,000);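 active means corrected activity change at or below -50% at 5 µM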
# PDI inh: blocks human protein disulfide isomerase activity; actives 0.052% (n = 350,000); inhibition, % at 10 µM; PDI insulin aggregation turbidity, A650, 90 min; P07237;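 active means mean inhibition across replicates of 30% or more, whatever share of single replicates reach that level; inconclusive means mean inhibition below 30% while every single replicate reaches 30%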;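 further: absorbance from insulin aggregation driven by PDI reduction with DTT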
# Target sequence (P07237 whole entry, looked up): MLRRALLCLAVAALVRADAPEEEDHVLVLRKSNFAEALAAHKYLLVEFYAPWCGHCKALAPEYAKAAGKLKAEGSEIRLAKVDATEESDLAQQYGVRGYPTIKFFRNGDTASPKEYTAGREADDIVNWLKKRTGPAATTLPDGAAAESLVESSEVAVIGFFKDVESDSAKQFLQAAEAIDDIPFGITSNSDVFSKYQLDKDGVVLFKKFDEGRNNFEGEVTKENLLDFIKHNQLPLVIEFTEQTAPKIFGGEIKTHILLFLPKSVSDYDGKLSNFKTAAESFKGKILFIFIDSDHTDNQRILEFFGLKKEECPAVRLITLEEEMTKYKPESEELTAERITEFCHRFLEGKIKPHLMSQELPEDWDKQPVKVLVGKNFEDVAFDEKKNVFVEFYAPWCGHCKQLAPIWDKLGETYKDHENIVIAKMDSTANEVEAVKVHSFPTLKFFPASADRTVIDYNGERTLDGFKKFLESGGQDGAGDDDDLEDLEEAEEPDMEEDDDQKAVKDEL
# NR2E3 ag-2: NR2E3 (human) agonism | Q9Y5X4 | inhibition of corepressor binding, % at 4.78 µM | GST-NR2E3/biotin-RetCOR TR-FRET, 1536-well | actives 0.12% (n = 320,000) | AID 2300;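 active means percent inhibition above the cutoff of mean plus 3 SD of all tested compounds, set per screening campaign, cut at about 20% in these data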;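 further: 0% = DMSO wells and 100% = biotin wells as full block of FRET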
#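 Test system – NR2E3–RetCOR corepressor complex · Quantity – NR2E3 fusion 1.35 nM · Buffer or medium – Tris pH 7.5 · Incubation – Compound–protein incubation for 5 h at 4 °C · Technique – TR-FRET, Eu(K)-anti-GST donor, streptavidin-D2 acceptor, ex 340, em 617/671 nm · Evaluation – percent inhibition of 671/617 nm emission ratio versus biotin and DMSO controls · Plate – 1536-well format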
# * = called active by the depositor; ? = inconclusive; . = not tested or not shown.
SMILES,TRPM1 prom inh,Peg3 prom inh,CaV13 FRET inh,Vif inh,HIF-2a inh,CF NFkB block,NR2E3 ag-1,Shn3 inh set2,KKLEB cytotox,PDI inh,NR2E3 ag-2
COCCNC(=O)C(=O)N/N=C/c1ccccc1C(F)(F)F,0,-9,-4,-5,6,6,-30,-4,-7,4,-4
O=C(Nc1ccccc1O)c1cc(S(=O)(=O)N2CCOCC2)c(Cl)cc1Cl,25,18,-9,-6,-5,6,-4,30,-3,-5,0
COc1ccc(CC(=O)N/N=C(\C)c2cccs2)cc1OC,-12,5,-7,5,4,-50,8,7,16,7,.
COc1ccccc1NC=C1C(=O)OC2(CCCCC2)OC1=O,-11,-18,-6,-12,-22,-7,-17,-1,-2,8,2
CC(C)CCCC(C)NS(=O)(=O)Cc1ccccc1 (configuration not stated),-4,13,-4,-14,19,4,9,9,-14,8,1
Cc1nn(Cc2c(F)c(F)c(F)c(F)c2F)c(C)c1NC(=O)c1c([N+](=O)[O-])c(C)nn1C,1,6,-3,-7,4,12,9,20,-26,11,-1
N#C/C(=C\c1ccc(O)c(O)c1)C(=O)Nc1ccccc1,-33,-103,-5,?,-137,-12,-46,-4,11,-2,3
O=C(NCCc1ccccc1)C1CCN(S(=O)(=O)N2CCCCC2)CC1,-5,11,-7,-4,13,2,1,-3,-7,9,0
CCOc1ccc(CCNC(=O)COC(=O)CSc2ccccc2C)cc1OCC,1,10,-2,22,8,10,6,1,-5,-1,4
CC(C)=CCCC(C)CN(C)CCc1ccccn1 (configuration not stated),10,5,-3,24,7,-22,-2,-18,13,-4,4
[O-][n+]1c2ccc3nonc3c2nn1-c1ccccc1Cl,-1,11,-8,3,0,-13,-5,10,-7,-1,3
COc1cc(-c2cc(C(=O)Nc3c(Cl)cc(Cl)cc3Cl)c3ccccc3n2)cc(OC)c1OC,2,30,-1,-13,11,30,-5,2,-23,-8,0

# Limited to NR2E3 ag-1 and HIF-2a inh, for some of the entries so far:
Structure | NR2E3 ag-1 | HIF-2a inh
COCCNC(=O)C(=O)N/N=C/c1ccccc1C(F)(F)F | -30 | 6
O=C(Nc1ccccc1O)c1cc(S(=O)(=O)N2CCOCC2)c(Cl)cc1Cl | -4 | -5
COc1ccc(CC(=O)N/N=C(\C)c2cccs2)cc1OC | 8 | 4

# Retrieved one by one from the entries so far (5):
SMILES,TRPM1 prom inh,Peg3 prom inh,CaV13 FRET inh,Vif inh,HIF-2a inh,CF NFkB block,NR2E3 ag-1,Shn3 inh set2,KKLEB cytotox,PDI inh,NR2E3 ag-2
N#C/C(=C\c1ccc(O)c(O)c1)C(=O)Nc1ccccc1,-33,-103,-5,?,-137,-12,-46,-4,11,-2,3
CCOc1ccc(CCNC(=O)COC(=O)CSc2ccccc2C)cc1OCC,1,10,-2,22,8,10,6,1,-5,-1,4
[O-][n+]1c2ccc3nonc3c2nn1-c1ccccc1Cl,-1,11,-8,3,0,-13,-5,10,-7,-1,3
COCCNC(=O)C(=O)N/N=C/c1ccccc1C(F)(F)F,0,-9,-4,-5,6,6,-30,-4,-7,4,-4
O=C(Nc1ccccc1O)c1cc(S(=O)(=O)N2CCOCC2)c(Cl)cc1Cl,25,18,-9,-6,-5,6,-4,30,-3,-5,0

# Remaining list, next part:
SMILES,TRPM1 prom inh,Peg3 prom inh,CaV13 FRET inh,Vif inh,HIF-2a inh,CF NFkB block,NR2E3 ag-1,Shn3 inh set2,KKLEB cytotox,PDI inh,NR2E3 ag-2
COc1ccc(CCNC(=O)CSc2nnc(CNC(=O)c3c(F)cccc3Cl)o2)cc1OC,7,11,-2,-3,7,-16,-12,11,3,9,1
COC(=O)C1CCN(C(=O)COC(=O)c2ccc(N3CCCC3=O)cc2)CC1,-7,11,-3,22,4,-5,-31,8,-1,11,.
CCC(C)[C@H](NC(=O)N1CCCCC1)C(=O)OC (some centres not stated),5,-7,-17,-2,12,1,2,7,-4,-3,3
C=CCn1c(SCC(=O)Nc2nccs2)nnc1-c1ccco1,-11,13,-4,1,0,-6,14,-1,7,0,0
COC(=O)C1=C(C)NC2=C(C(=O)CC(C)(C)C2)C1c1cn(Cc2ccc(Br)cc2)nc1-c1ccccc1 (configuration not stated),6,28,.,-7,31,21,-22,16,-11,-7,0
CC(NC(=O)C1CCN(S(=O)(=O)c2cc([N+](=O)[O-])ccc2Cl)CC1)c1ccccc1 (configuration not stated),8,11,-18,-1,3,0,-8,-43,-14,6,4
Cc1ccc(NC(=O)CSCC#N)cc1,11,-7,-8,19,4,-2,0,9,0,-6,1
Cc1ccc(C(=O)c2c3ccc([N+](=O)[O-])cc3[n+]([O-])n2CCC(N)=O)cc1,8,.,14,.,.,.,.,8,.,-2,-1
C=C(C)c1cccc(C(C)(C)NC(=O)NCC2CCCO2)c1 (configuration not stated),6,15,-5,1,13,-9,-3,-24,11,0,-1
O=C1c2ccncc2C(=O)N1c1cccc(Cl)c1,-11,9,3,0,15,-12,-7,-23,3,1,4
COc1ccc(CNC(=O)N2[C@H]3CC[C@@H]2C=C(c2ccc(F)cc2OCc2ccccc2)C3)cc1OC,.,40,-5,-1,-5,3,-24,21,-13,9,.
Cc1ccccc1C(=O)NC1CCN(CC(=O)N2CCCCC2C)CC1 (configuration not stated),7,23,-5,-2,4,7,20,-10,3,-11,-1
CCCCn1c(=S)[nH]c2c(=O)n(C)c(=O)n(C)c21,.,6,-15,.,14,-30,-7,-13,25,-53,.
COc1ccc(Cc2nc3ccc(C(=O)N4CCCC4)cc3o2)cc1,-56,-285,-12,-10,-263,-24,-97,-68,11,16,1
COc1ccc(NC(=O)CSC(C)c2nc3ccccc3c(=O)[nH]2)cc1 (configuration not stated),2,15,-3,.,17,0,6,-10,3,-1,2
CCCCOc1ccc(C(=O)NCC(=O)NCC(=O)OCC)cc1,4,11,-8,0,10,12,-9,11,-4,-1,3
CN(CC(=O)Nc1ccc(Cl)c(Cl)c1)CC(=O)Nc1ccc2c(c1)OCO2,-2,15,-3,6,-31,-30,16,-1,-3,2,3
O=c1cc(NC2CCCCCC2)[nH]c(=O)[nH]1,-1,17,-1,-1,16,5,-28,-9,2,12,-3
Cc1ccc(S(=O)(=O)Nc2ccc3c(c2)nc(CCN2CCN(c4ccccn4)CC2)n3C)cc1,1,29,-14,-2,19,-3,-8,12,-1,12,0
COC(=O)c1sccc1NC(=O)c1csc(C)c1,6,8,-9,-6,-52,-1,-1,-9,-6,-3,2
FC(F)(F)Oc1ccccc1C(c1nnnn1Cc1ccccc1)N1CCN(C/C=C/c2ccccc2)CC1 (configuration not stated),.,6,.,3,-23,-14,2,13,-10,.,.
NC(=O)C1CCN(c2cc(N3CCOCC3)ccc2[N+](=O)[O-])CC1,-5,0,4,-6,-2,18,12,-5,-2,-2,0
COc1ccc(C(O)c2ncc(C(F)(F)F)cc2Cl)cc1 (configuration not stated),-5,5,-10,-6,13,-1,-10,-45,-8,-6,1
CC(Sc1n[nH]c(=O)n1Cc1ccccc1)C(=O)NCC1CCCO1 (configuration not stated),-4,2,-4,.,7,-13,13,1,5,6,.
CCN(CC)C(=O)CSc1nnc(-c2ccco2)n1N,2,4,-4,21,6,-2,-11,4,6,-1,-2
CCc1[nH]nc(C(=O)N2CCCC(CNS(=O)(=O)c3cccs3)C2)c1C (configuration not stated),0,-8,8,-1,-22,9,-18,-2,16,0,6
O=C(/C(=N\Nc1ccc([N+](=O)[O-])cc1)Sc1nnnn1-c1ccccc1)c1ccccc1,4,26,-5,4,-18,24,-1,14,-2,2,-2
O=C(CCCc1ccccc1)Nc1cccc([N+](=O)[O-])c1,-44,-220,-5,8,-258,26,19,-58,-1,-4,4
COc1cc(C)ccc1S(=O)(=O)NC1CC(C)(C)NC(C)(C)C1,6,8,-5,-3,16,-11,1,18,9,-3,-1
C/C(=N\NC(=O)c1ccc2c(c1)OCO2)c1cccnc1,-57,-145,-11,-1,-89,3,-114,-44,0,-1,2
Nc1c(C(=O)c2ccccc2)sc(Nc2ccccc2)c1S(=O)(=O)c1ccccc1,7,11,-5,1,22,10,0,12,-9,-6,0
CCOc1ccc2nc(-c3ccc(OC)c(OC)c3)cc(C(=O)O)c2c1,5,22,.,3,5,-11,-24,3,3,-6,4
Nc1cccc2c(=O)[nH][nH]c(=O)c12,-1,4,-7,2,9,10,-13,8,-13,6,.
CCOC(=O)c1c(C)n(CC(O)CN(C)C)c2cc(Br)c(OC)cc12 (configuration not stated),-11,4,-5,.,15,-15,-16,-7,9,-40,2
CCCn1c(N)c(N(CCOC)C(=O)c2cc3ccccc3cc2OC)c(=O)[nH]c1=O,6,11,-3,-3,3,1,5,0,0,9,-1
CC(C)(C)c1nnc(NC(=O)NS(=O)(=O)c2ccccc2)s1,-10,12,-8,7,3,4,-2,3,-1,-1,0

# Among those listed so far, these contain bromine:
SMILES,TRPM1 prom inh,Peg3 prom inh,CaV13 FRET inh,Vif inh,HIF-2a inh,CF NFkB block,NR2E3 ag-1,Shn3 inh set2,KKLEB cytotox,PDI inh,NR2E3 ag-2
COC(=O)C1=C(C)NC2=C(C(=O)CC(C)(C)C2)C1c1cn(Cc2ccc(Br)cc2)nc1-c1ccccc1 (configuration not stated),6,28,.,-7,31,21,-22,16,-11,-7,0
CCOC(=O)c1c(C)n(CC(O)CN(C)C)c2cc(Br)c(OC)cc12 (configuration not stated),-11,4,-5,.,15,-15,-16,-7,9,-40,2

# Next structures
SMILES,TRPM1 prom inh,Peg3 prom inh,CaV13 FRET inh,Vif inh,HIF-2a inh,CF NFkB block,NR2E3 ag-1,Shn3 inh set2,KKLEB cytotox,PDI inh,NR2E3 ag-2
O=C(NCc1ccccc1)c1nncc(-c2ccccc2)n1,-29,-63,-3,-3,-66,-6,4,6,-6,-9,-2
CCN(C(=O)c1ccc(N2CC3CC(C2)c2cccc(=O)n2C3)c(NC(=O)c2ccncc2)c1)c1cccc(C)c1 (configuration not stated),-5,14,-3,11,-5,0,4,-2,0,-2,2
Cc1ccc(NC(=O)C2CC(=O)N(C(C)C)C2)cc1Cl (configuration not stated),4,14,-2,9,7,6,24,-6,4,-1,3
O=C(O)CSCC(=O)Nc1ccccc1,0,-60,-9,3,1,11,6,2,-3,7,5
